HTRA1 inhibitor: HTRA1 serine protease inhibitors, primary screen, biochemical, fluorescence polarization, HTS; inhibition, % at 5.96 µM; AID 504803, 2011; 340,000 tested, 0.5% active; Q92743; recombinant HTRA1, FP-rhodamine activity-based probe; in the data active = inhibition above about 36%;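 also: 0% = enzyme with DMSO and 100% = wells lacking enzyme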
LEDGF integ inh: blockers of LEDGF/p75-dependent integrase strand transfer – biochemical, TR-FRET, high throughput, primary screen; 370,000 tested, 0.64% active; TR-FRET IN-LEDGF/p75 DNA integration, Eu/Cy5; AID 743269, 2014; inhibition, % at 3.7 µM;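 active = inhibition above the screen-wide mean plus 3 SD, cut at about 13% in these data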;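 also: signal is the Cy5 over europium emission ratio at 671 and 618 nm; 0% = plate median of compound wells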
rCAG binder: binders of r(CAG) RNA repeats, primary screen, biochemical, fluorescence; 370,000 tested, 1.3% active; r(CAG) RNA repeat, TO-PRO-1 dye displacement fluorescence; inhibition, % at 3 µM;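 active = inhibition above the plate cutoff, the mean of all test compounds on that plate plus 3 SD, cut at about 35% in these data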;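 also: 0% = DMSO alone and 100% = 100 µM mitoxantrone as full dye displacement; higher means more dye released from RNA so lower well fluorescence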
Rev-erbA mod: modulators of Rev-erb alpha DNA binding, primary screen, biochemical, FITC-DNA, fluorescence polarization, uHTS; Nuclear receptor subfamily 1 group D member 1 (Homo sapiens), P20393; Rev-erbα–FITC-DNA binding, 90 min; activity, % at 10 µM; 370,000 tested, 0.79% active;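 active = activity above about 14%, limit read from the data; passing the limit was not always enough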;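 also: 0% = DMSO wells with 35 nM protein and 100% = DMSO wells with 750 nM protein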
PG9 binder: binders of HIV-1 gp120 antibody PG9, primary screen, biochemical, TR-FRET; inhibition, % at 6.7 µM; 360,000 tested, 0.43% active; TR-FRET gp120-PG9 antibody binding; AID 624416, 2012; in the data active = inhibition above about 8.5%
UHRF1 MBD2 ctr: UHRF1 methylated DNA binding inhibitors, primary screen, counter-screen for MBD2 inhibitor project, biochemical, TR-FRET, human UHRF1, single concentration | E3 ubiquitin-protein ligase UHRF1 (Homo sapiens), Q96T88 | UHRF1 binding to methylated oligo | inhibition, % at 4.4 µM | 370,000 tested, 0.75% active | AID 687016, 2013; in the data active = inhibition above about 21%;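 also: UHRF1 SRA domain binding a hemimethylated CpG hairpin DNA probe; 0% = median of test compound wells and 100% = reference inhibitor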
PRMT1 inh: PRMT1 methyltransferase inhibitors, primary screen, biochemical, fluorescence polarization; recombinant PRMT1, activity-based probe fluorescence polarization; 370,000 tested, 1.3% active; inhibition, % at 2.79 µM; Protein arginine N-methyltransferase 1 (Homo sapiens), Q99873;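 active = inhibition above about 21% made by adding two undisclosed values, limit read from the data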
Target sequence (Q99873 whole entry, looked up): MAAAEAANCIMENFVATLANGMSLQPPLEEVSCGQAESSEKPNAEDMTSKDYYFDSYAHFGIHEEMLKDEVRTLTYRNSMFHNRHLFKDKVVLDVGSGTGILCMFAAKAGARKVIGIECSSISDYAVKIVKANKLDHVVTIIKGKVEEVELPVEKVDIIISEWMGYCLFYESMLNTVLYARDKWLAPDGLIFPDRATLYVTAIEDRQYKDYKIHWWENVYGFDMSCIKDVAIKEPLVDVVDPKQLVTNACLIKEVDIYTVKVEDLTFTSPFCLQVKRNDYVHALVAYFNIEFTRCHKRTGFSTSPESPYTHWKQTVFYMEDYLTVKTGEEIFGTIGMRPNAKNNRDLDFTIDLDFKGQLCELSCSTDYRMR
TCR CD3 inh: inhibitors of human TCR-CD3 interaction, primary screen, biochemical, fluorescence, TAMRA-labeled TCR probe. T-cell receptor (TCR). AID 651800, 2012. inhibition, % at 9.4 µM. 360,000 tested, 0.37% active; in the data active = inhibition above about 19%;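 also: recombinant mutant TCR 2C K166C tagged with TAMRA read by polarization; 0% = receptor in buffer alone and 100% = receptor with positive control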
mABHD4 FP: ABHD4 inhibitors, primary screen, biochemical, fluorescence polarization, mouse; (Lyso)-N-acylphosphatidylethanolamine lipase (Mus musculus), Q8VD66; purified mABHD4, FP-Rh probe fluorescence polarization; inhibition, % at 8.92 µM; 370,000 tested, 0.54% active;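 active = inhibition exceeding the mean over every tested compound plus 3 SD, cut at about 30% in these data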;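 also: 0% = plate median of compound wells and 100% = S159A mutant with DMSO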
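System: mouse ABHD4 enzyme, wild type / Medium: HEPES pH 7.0, NaCl, Pluronic buffer / Reagent: FP-Rh activity-based fluorescent probe / Control set: S159A mutant high control, sample median low control / Detection: fluorescence polarization with parallel and perpendicular emission, 525/598 nm / Schedule: 45 min + 60 min at 25 °C / Compound dosing: 8.92 µM, single dose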
MBD2 DNA inh: inhibitors of MBD2 binding to methylated DNA, primary screen, biochemical, TR-FRET, DNA-binding domain, human; AID 686964, 2013; 370,000 tested, 0.31% active; Methyl-CpG-binding domain protein 2 (Homo sapiens), Q9UBB5; inhibition, % at 4.4 µM; MBD2 binding to methylated oligonucleotide; in the data active = inhibition above about 13%
Target sequence (Q9UBB5 whole entry, looked up, the tested form may be a part): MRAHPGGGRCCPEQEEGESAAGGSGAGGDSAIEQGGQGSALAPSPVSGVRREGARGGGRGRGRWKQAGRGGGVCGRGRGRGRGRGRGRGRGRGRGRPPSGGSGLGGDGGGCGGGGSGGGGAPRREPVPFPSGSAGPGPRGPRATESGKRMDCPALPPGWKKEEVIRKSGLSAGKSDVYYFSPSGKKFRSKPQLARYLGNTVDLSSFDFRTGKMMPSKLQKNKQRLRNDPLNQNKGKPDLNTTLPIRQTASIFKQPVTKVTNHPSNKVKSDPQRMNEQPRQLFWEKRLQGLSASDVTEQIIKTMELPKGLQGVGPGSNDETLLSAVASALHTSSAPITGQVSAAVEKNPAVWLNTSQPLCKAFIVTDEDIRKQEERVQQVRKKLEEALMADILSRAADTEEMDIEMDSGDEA
* hit, by the source's call; x = not tested or not shown.

compound	HTRA1 inhibitor	LEDGF integ inh	rCAG binder	Rev-erbA mod	PG9 binder	UHRF1 MBD2 ctr	PRMT1 inh	TCR CD3 inh	mABHD4 FP	MBD2 DNA inh
Cc1ccccc1CN1CCc2c(OCC(=O)N3CCCCC3)cccc2C1=O	-5	7	-9	1	-0.3	-1	-10	3	1	4
N#Cc1nc(-c2ccccc2Cl)oc1NCC1CCCO1 (stereo not drawn)	-8	0	3	-6	-0.4	1	-2	8	-3	0
O=C(Cn1c(NCCO)nc2ccccc21)c1ccco1	0	2	2	-7	-1.3	-2	0	0	11	3
COc1ccc(CCNC(=O)Cn2nnc(C(=O)Nc3cccc(C)c3C)c2N)cc1OC	6	0	0	3	-0.3	-2	0	0	2	2
S=C(NC1CCCCC1)N1CCOCCOCCN(C(=S)NC2CCCCC2)CCOCCOCC1	x	-8	-3	-3	1.3	1	7	-3	1	3
Cc1ccc(-c2cc(C(=O)N3CCN(C(=O)c4ccco4)CC3)[nH]n2)c(C)c1	7	1	1	-2	-1.2	2	-3	-7	-8	0
CCCCN(C)C(=O)c1nc2ccccn2c1CN1CCC[C@H]1CO	4	7	-2	-5	-2.9	5	0	-7	-8	2
CCOC(=O)c1sc(=S)n(-c2cc(F)ccc2F)c1N	-6	-3	2	-1	1.1	2	11	-1	-8	0
C[C@H](CO)N1C[C@H](C)[C@H](CN(C)S(=O)(=O)c2ccccc2)OCc2cnnn2CCCC1=O	1	0	1	2	-1.4	3	3	5	-5	1
CCOc1ccc(NC(=O)COC(=O)Cn2nc(C)c([N+](=O)[O-])c2C)cc1OCC	6	-4	-1	-2	-0.8	1	3	-2	9	3
CCOC(=O)N(C)c1c(CC)nc2c(OCc3ccc(F)cc3)cccn12	x	-3	1	0	-1.8	-2	-1	2	0	-2
Cc1cccc(-[n+]2c(-c3cccc(Br)c3)[nH]c3nc4ccccc4nc32)c1	x	-3	2	2	-0.5	2	3	5	-13	6
Cn1c(C(=O)O)c(CC(=O)Nc2ccc3c(c2)OCCO3)c2ccccc21	10	3	14	3	0.7	2	2	1	9	8
COc1ccc(/C=C2\SC(N3CCc4ccccc4C3)=NC2=O)cc1	-66	0	6	-21	-2.7	-4	0	5	-15	-6
COCCNC(=S)N(CCc1c(C)[nH]c2ccc(C)cc12)Cc1cc(OC)c(OC)c(OC)c1	8	-2	4	2	4.5	1	2	4	0	5
COc1ccccc1/C=C/C=N/NC(=O)CCC1C(=O)NN=C1C (stereo not drawn)	2	0	4	-1	-3.8	-3	0	-1	2	-4
CCOC(=O)N1CCC(N2C(=O)c3ccc(C(=O)Nc4ccc(F)cc4F)cc3C2=O)CC1	-2	-1	1	-1	-1.4	-1	-4	10	3	-3
CC1=C(n2ccnc2)CCC1=O	2	-1	1	0	0.4	-1	2	-6	-1	6
CCCN1C(=O)SC(CC(=O)Nc2ccc(Br)cc2)C1=O (stereo not drawn)	-26	1	-2	-1	-3.2	-1	6	2	-5	-1
COc1cc(/C=C2/S/C(=N/S(=O)(=O)Cc3ccccc3)NC2=O)c([N+](=O)[O-])cc1OC	0	-6	73*	-3	-0.3	2	8	5	2	0
CCCCNC(=O)CCCCC(=O)N/N=C/c1ccccc1Cl	1	-6	0	-1	-0.9	2	1	-5	-2	3
COc1ccc(NC(=O)c2cccc(N3C(=O)C4C5C=CC(C5)C4C3=O)c2)cc1 (stereo not drawn)	-1	1	-1	-3	-2.5	-1	0	11	-4	-5
CCOC(=O)C1CCN(C(=O)c2cc(S(=O)(=O)N3CCCCCC3)ccc2OC)CC1	8	5	-7	1	-1.5	1	-3	-3	-7	-5
COc1ccccc1-c1nnc(SCC(=O)NC2CC2)n1C	1	4	2	6	-1.5	4	0	-8	-4	-2
COc1cc2c(cc1OC)CN(CC(O)c1ccccc1)CC2 (stereo not drawn)	-1	-1	-1	1	-1.9	0	-5	4	2	-1
CC(C)C(=O)c1cn(CC(=O)NCC2CCCO2)c2ccccc12 (stereo not drawn)	9	2	0	-3	0.7	-1	-1	4	3	-1
O=C1/C(=C/Nc2cccc([N+](=O)[O-])c2)CCc2ccccc21	-4	-5	6	6	0.6	-5	20	-7	9	3
Cc1c(NC(=O)CN2CCCC(C)C2)ccc2nsnc12 (stereo not drawn)	2	-3	-2	-3	-4.3	1	-2	-8	-8	6
CCOC(=O)N1CCN(C(=O)CSc2ccc(C(F)(F)F)cc2[N+](=O)[O-])CC1	4	3	-4	6	0.5	3	8	-7	-8	5
COC(=O)C1=C(CCc2ccccc2)NC(=O)NC1c1ccc(Br)cc1 (stereo not drawn)	-41	-3	0	9	0.0	1	1	5	-6	-2
O=C(CCNC(=O)c1ccc(Br)cc1)NCC1CCCO1 (stereo not drawn)	0	3	4	3	1.5	-1	3	-4	1	1
Cc1c(C(=O)N2c3ccccc3Sc3ccccc32)cccc1[N+](=O)[O-]	3	-3	-2	6	2.2	0	2	-2	2	-1
NS(=O)(=O)c1ccc(NC(=O)COC(=O)c2ccc3c(c2)OCCO3)cc1	-4	-3	6	5	-1.4	8	2	3	-4	1
Cc1cc2nc(-c3ccccc3)c(Cc3ccccc3)n2c(C)c1Br	x	-2	14	-5	-0.7	9	2	7	8	0
COCCCNC(=O)C[C@H]1C[C@@]2(C(=O)OC)C(=C[C@H](C(C)(C)C)O[C@@H]2C)N(CCC2=CCCCC2)C1=O	x	-3	1	-7	0.9	0	-3	1	-5	1
O=C(NN=C(Cc1ccccc1)Cc1ccccc1)C1CC1	2	0	0	-1	0.7	-1	-2	1	1	-3
Cc1ccc(OCC(=O)NNC(=O)C2CCC2)cc1C	0	2	1	10	0.2	0	-10	2	-2	-3
CCCC(C)NC(=O)Cc1ccc(S(=O)(=O)N2CCOCC2)s1 (stereo not drawn)	3	1	6	0	0.2	9	-3	0	4	-1
C#CCN1C=CC(=O)[C@@H](OC(=O)Nc2ccc(C)cc2)[C@H]1c1ccccc1Br	-11	1	2	-2	1.2	-2	-4	2	-7	0
COc1ccc2c(c1OC)C(=O)N(c1nc(SC)n[nH]1)C2=O	-1	-4	-2	4	1.1	1	2	-6	5	-1
Cc1ccccc1C(=O)N(CC(=O)Nc1sc(C)c(C)c1C(N)=O)C1CCCC1	-6	0	-3	-3	-4.4	4	-1	3	1	0
CCOC(=O)/C(N=Nc1ccc(Cl)cc1)=C(/O)c1ccc([N+](=O)[O-])cc1	4	-3	1	-3	-0.9	0	1	2	1	0
CCOC(=O)Cn1nc(NC(=O)c2ccc(C(=O)OC)cc2)cc1C	3	2	-3	0	-3.6	-1	-2	6	2	1
CCCCNS(=O)(=O)c1ccc2nc(-c3cccnc3)cc(C(=O)NC3CCCC3)c2c1	-5	-2	-1	-3	0.1	-2	-3	8	0	-5
Cc1nnc(NC(=O)CSc2ncc(-c3ccccc3)[nH]2)s1	1	-3	5	6	-1.4	-2	3	0	-4	-7
COc1ccc(CCC(=O)NCCc2ccc(Cl)cc2)cc1	-8	3	-2	-3	-0.6	-2	-5	-3	-5	-3
Cc1cc(C)n2c(NCc3ccccc3)c(-c3cc4ccccc4o3)nc2n1	x	2	16	-8	0.1	-2	1	14	14	-8
CC(C)N1C(=S)SC2CS(=O)(=O)C=C21 (stereo not drawn)	2	-3	3	2	0.0	3	0	2	1	-4

Quoted at random: two entries already listed.
compound	HTRA1 inhibitor	LEDGF integ inh	rCAG binder	Rev-erbA mod	PG9 binder	UHRF1 MBD2 ctr	PRMT1 inh	TCR CD3 inh	mABHD4 FP	MBD2 DNA inh
Cc1nnc(NC(=O)CSc2ncc(-c3ccccc3)[nH]2)s1	1	-3	5	6	-1.4	-2	3	0	-4	-7
CCOC(=O)Cn1nc(NC(=O)c2ccc(C(=O)OC)cc2)cc1C	3	2	-3	0	-3.6	-1	-2	6	2	1

The list continues.
compound	HTRA1 inhibitor	LEDGF integ inh	rCAG binder	Rev-erbA mod	PG9 binder	UHRF1 MBD2 ctr	PRMT1 inh	TCR CD3 inh	mABHD4 FP	MBD2 DNA inh
C#CCN(C[C@H]1[C@H](OC(=O)NCc2ccccc2F)[C@H](OC(=O)NCc2ccccc2F)C[C@H]2C(=O)N(c3ccccc3)C(=O)[C@@H]12)S(=O)(=O)c1ccc(C)cc1	-19	3	19	-3	0.4	-1	-4	6	-4	-6
CCC(c1nnnn1C(C)(C)C)N1CCN(c2cc(Cl)ccc2C)CC1 (stereo not drawn)	-22	3	-2	3	-0.2	6	0	0	-5	5
COc1ccc(S(=O)(=O)NC(C)C(=O)Nc2ccc3c(c2)OCO3)cc1OC (stereo not drawn)	10	-5	-1	5	1.0	1	3	-10	-1	2
Cn1c(NCCCO)nc2c1c(=O)n(Cc1ccccc1F)c(=O)n2C	5	-4	-2	0	-1.0	2	-1	9	-1	3
O=C(NNc1c(Cl)cncc1Cl)c1sccc1Cl	5	-7	-3	6	1.5	2	4	-5	1	6
CCOc1ccc(C(CC(=O)O)NC(=O)C(CC)c2ccccc2)cc1 (stereo not drawn)	15	2	-1	1	-0.9	-3	-2	5	3	2
O=C(O)/C=C/C(=O)N(Cc1ccc2c(c1)OCO2)C1CC(=O)N(CCc2ccccc2)C1=O (stereo not drawn)	8	9	2	-3	-1.2	2	1	3	-1	1
N#Cc1c(/N=C/c2cccs2)sc2c1CCCCC2	-1	-2	4	1	-0.5	1	6	-1	4	1
O=C1CCCC2=C1C(c1ccccc1)CC(=O)N2c1ccccc1 (stereo not drawn)	0	1	-6	-5	-2.4	2	1	4	-6	3
CCc1nn(CCCC(=O)N2CCN(c3cccc(C)c3C)CC2)c(=O)c2cc3occc3n12	-2	1	-2	-1	-0.9	-2	-1	-1	-5	-1
CC1CC(C)CN(C(=O)c2nn(C)c3c2CS(=O)(=O)c2ccccc2-3)C1 (stereo not drawn)	2	-1	-4	-4	-1.7	4	0	3	1	3
COC(=O)c1ccccc1NC(=O)Nc1ccc2c(c1)OCO2	4	2	1	-5	-0.5	-1	-2	1	0	-4
CCN(CC(=O)Nc1ccc(NC(C)=O)cc1)C(=O)C1CCC1	-1	2	0	-8	-1.6	-2	-2	5	-9	-1
COc1ccc(-c2csc(=NCCO)n2-c2ccccc2)cc1	0	-4	0	-2	-0.8	7	64*	1	-10	9
O=c1c2ccccc2nnn1CSc1ccc2ccccc2n1	-7	-3	-1	-2	-1.0	2	1	2	-11	2
CCn1nnnc1SCC(=O)c1ccc(NC(C)=O)cc1	5	-1	2	-2	-3.3	-1	2	4	0	2

Source: PubChem BioAssay

Some of the compounds tested; rates above refer to the full screens.
